MPTP inh = blocks calcium-induced mitochondrial swelling. isolated mouse mitochondria, Ca2+ swelling absorbance, 30 min. inhibition, % at 10 µM. AID 602449. 1.4% of 360,000 active;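 active = inhibition of 50% or more, scaled per plate between neutral and stimulator controls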;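 note: 0% = DMSO wells given calcium and 100% = 1 mM EGTA wells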
Active calls of the source: *. This is a subset. The share of hits here may be higher or lower than overall.

Screening CCc1cc(-c2nnn(CCC3COCCO3)c2CC)cc(CC)c1-c1cn(Cc2ccc3ccccc3c2)nn1 (stereo unspecified) returned MPTP inh 0.6.
Screening CC1(C(=O)NS(C)(=O)=O)CCN1C(=O)Cc1ccc(Cl)cc1Cl (stereo unspecified) returned MPTP inh -0.2.
Screening COc1ccc(/C=C2/SC(=O)N(CCNC(=O)C3CC(=O)N(Cc4ccccc4)C3)C2=O)cc1 (stereo unspecified) returned MPTP inh 0.6.
COC(=O)[C@@]12C[C@@H](CC(=O)NCc3cccc4ccccc34)C(=O)N(Cc3ccccc3)C1=CCC(C)(C)C2 was read as MPTP inh -0.6.
CC(C)CNC(=O)c1cccc2c(-c3cccc(C(N)=O)c3)coc12 was read as MPTP inh 0.7.
`CC(C(=O)NC(C)(C)C)n1c(-c2ccc3c(c2)OCO3)nc2ccccc21` (stereo unspecified) gave MPTP inh 6.6.
N#Cc1cc2cc(Cl)ccc2[nH]c1=O was read as MPTP inh -1.3.
CCCNC(=O)C1(C)CCCN(Cc2c3ccccc3nn2C)C1 (stereo unspecified) was read as MPTP inh -0.7.
Screening CC(C)(C)OC(=O)N1CCC(NC(=O)c2[nH]c(C(F)(F)F)nc2-c2ccccc2)CC1 returned MPTP inh 0.8.
For CCc1nc2c(OCC(=O)c3ccc(F)cc3)cccn2c1N(C)C(=O)c1ccccc1F the results were MPTP inh 0.0.
`C#CCN(C[C@H]1[C@H](OC(=O)NCc2ccccc2)[C@H](OC(=O)NCc2ccccc2)C[C@H]2C(=O)N(c3ccccc3)C(=O)[C@@H]12)S(=O)(=O)c1ccc(C)cc1` gave MPTP inh 1.5.
`CCOc1ccc(C(CN2CCOCC2)C(C)=O)cc1OC` (stereo unspecified) gave MPTP inh -1.6.
For O=C(O)Cn1ccnc1[N+](=O)[O-] the results were MPTP inh -1.8.
For CCCS(=O)(=O)NC(=O)C1(C)CCN(C(=O)Cc2ccc(OC)cc2)C1 (stereo unspecified) the results were MPTP inh 1.1.
Screening COc1cccc(-c2cnc3c(NC=O)cc(-c4ccc(O)c(OC)c4)cn23)c1 returned MPTP inh 1.0.
For Cn1c(=O)c2c(ncn2CC(=O)OCC(=O)c2ccc(OC(F)F)cc2OC(F)F)n(C)c1=O the results were MPTP inh -1.4.
`O=C(Nc1ccc(Cl)cc1)C1Cc2c(-c3ccc4c(c3)OCO4)ccnc2O1` (stereo unspecified) gave MPTP inh 2.1.
`CCc1nc2ccc(C(=O)N(CC)CCN(C)C)cn2c1N(C)Cc1nccs1` gave MPTP inh 0.9.
C[C@@H]1CN([C@@H](C)CO)C(=O)CCCn2nncc2CO[C@H]1CN(C)C(=O)Cc1ccccc1 was read as MPTP inh 1.1.
For O=C(COn1nnc2ccc(S(=O)(=O)N3CCOCC3)cc21)NCc1cccc(Cl)c1 the results were MPTP inh 0.5.
Screening COc1ccccc1-c1ccc2c(c1)C(C)(Cc1ccc(F)c(Cl)c1)C(=O)N2 (stereo unspecified) returned MPTP inh 3.6.
Screening CCCCCCCCN1C(=O)[C@H](CC(=O)NCc2ccccc2)C[C@@]2(C(=O)OCC)CCCC=C12 returned MPTP inh 0.0.
Screening CC(O)(c1cccnc1)c1nc(-c2cccc3cccnc23)cs1 (stereo unspecified) returned MPTP inh -0.2.
For C#Cc1cccc(C(=O)N(Cc2cccnc2)CC2CCCN(C3CCCCC3)C2)c1 (stereo unspecified) the results were MPTP inh 0.3.
`Cc1ccc(S(=O)(=O)N2CCC(=O)N([C@H](COCc3cccc(C(F)(F)F)c3)C(C)C)CC2)cc1` gave MPTP inh -1.1.
CCc1nc2ccc(C(=O)NCCOc3ccc(OC)cc3)cn2c1N(CC)Cc1ccc(OC)c(OC)c1 was read as MPTP inh 0.4.
For N#Cc1ccccc1OCC(=O)Nc1nc(-c2ccccn2)cs1 the results were MPTP inh -0.5.
For COc1ccccc1CNc1cccc(C)n1 the results were MPTP inh 0.5.
Screening O=C(Nc1ccc2c(c1)OCCO2)C(c1ccccc1)n1c(=O)c(-c2cc3ccccc3[nH]2)nc2ccccc21 (stereo unspecified) returned MPTP inh 3.6.
COc1ccc(NC(=O)c2cc(-c3cc(Cl)ccc3OC)n[nH]2)cc1OC was read as MPTP inh -0.2.

Sorted by heavy-atom count (high to low): some entries from above
Screening O=C(Nc1ccc2c(c1)OCCO2)C(c1ccccc1)n1c(=O)c(-c2cc3ccccc3[nH]2)nc2ccccc21 (stereo unspecified) returned MPTP inh 3.6.
CCc1nc2ccc(C(=O)NCCOc3ccc(OC)cc3)cn2c1N(CC)Cc1ccc(OC)c(OC)c1 was read as MPTP inh 0.4.
Screening CCCCCCCCN1C(=O)[C@H](CC(=O)NCc2ccccc2)C[C@@]2(C(=O)OCC)CCCC=C12 returned MPTP inh 0.0.
COc1ccc(NC(=O)c2cc(-c3cc(Cl)ccc3OC)n[nH]2)cc1OC was read as MPTP inh -0.2.
For COc1ccccc1CNc1cccc(C)n1 the results were MPTP inh 0.5.

(further entries)
For COc1ccc(S(=O)(=O)N2CCN(C(=O)c3cccc(S(=O)(=O)N4CCCC4)c3)CC2)cc1 the results were MPTP inh 0.4.
`COc1ccc(-c2ccc(C(=O)NCc3ccncc3)c3occc23)c(C)c1` gave MPTP inh 92.5*.
`CCCS(=O)(=O)NC(=O)C1(C)CCCN(C(=O)c2cc(-c3ccccc3)cs2)C1` (stereo unspecified) gave MPTP inh 0.4.
For COc1cccc(Cn2c3ccc(NC(=O)Cc4cc(OC)ccc4OC)cc3c(=O)n2C)c1 the results were MPTP inh -0.6.
Screening Cc1ccccc1S(=O)(=O)N(C)C[C@@H]1OCc2cnnn2CCCC(=O)N([C@H](C)CO)C[C@H]1C returned MPTP inh 0.7.
For COc1cccc(C(=O)NCCS(=O)(=O)N2CCCC(C)C2)c1 (stereo unspecified) the results were MPTP inh -0.8.
Screening Cc1cc2oc(=O)cc(CN3CCCCC3)c2cc1Cl returned MPTP inh 0.0.
For CC(C)NC(=O)C1(C)CN(S(C)(=O)=O)CC(=O)N1Cc1ccco1 (stereo unspecified) the results were MPTP inh 6.5.
Screening CC(C)C[C@H]1CN([C@@H](Cc2ccccc2)CN2CCC[C@H]2CN2C(=O)C(=O)NC[C@@H]2Cc2ccc(O)cc2)C(=O)C(=O)N1CC1CCCCCC1 returned MPTP inh -5.0.
Screening Cc1ccc(S(=O)(=O)NCc2ccccc2)cc1C(=O)NCC(=O)Nc1c(C)cccc1C returned MPTP inh 4.0.
O=c1c2cc([N+](=O)[O-])ccc2sn1-c1ccccc1 was read as MPTP inh 8.6.
`CC(=O)NC(C)(c1ccccc1)c1nc(-c2cccc(F)c2)cs1` (stereo unspecified) gave MPTP inh -0.1.
Cc1noc(C)c1-c1ccc(C(=O)NCc2cccc(Cl)c2)c2occc12 was read as MPTP inh 0.2.
Screening CCOC(=O)[C@]12CCCC=C1N(CCC1=CCCCC1)C(=O)[C@H](CC(=O)N1CCCCC1)C2 returned MPTP inh 5.7.
CC1(C)CC(NCc2ccccc2)=CC(=S)N1 was read as MPTP inh 0.2.
`O=C(COC(=O)c1ccccc1Cl)Nc1cccc(S(=O)(=O)N2CCCCC2)c1` gave MPTP inh 0.3.
CC1=C(C(=O)N(C)C)CC(CC(=O)NCCN2CCOCC2)C(=O)N1Cc1ccccc1 (stereo unspecified) was read as MPTP inh -1.2.
For O=C(c1ccc(-c2ccccc2)cc1)N1CCC2CC1c1cc(-c3ccc4c(c3)OCO4)ccc12 (stereo unspecified) the results were MPTP inh 0.4.
Screening Cc1cc(Br)c(NC(=O)CN2C(=O)NC3(CCOc4ccccc43)C2=O)c(Br)c1 (stereo unspecified) returned MPTP inh -0.8.
`CC(C)C[C@H]1CNC(=O)C(=O)N1CC1CCN(CC2CCC(C)CC2)CC1` (stereo partly specified) gave MPTP inh -1.9.
For O=C1NC(Cc2ccccc2)c2nc3cc(F)c(F)cc3c(=O)n2-c2cc3ccccc3cc21 (stereo unspecified) the results were MPTP inh -0.2.
For CC(=O)N1CCN(S(=O)(=O)c2cccc(C(=O)NC3CCCC(C)C3C)c2)CC1 (stereo unspecified) the results were MPTP inh -1.0.
For CCCNC(=O)C1(C)CCCN(Cc2ccc(C#N)cc2)C1 (stereo unspecified) the results were MPTP inh 3.5.
CCCCN1C(=O)C(CC(=O)NC(c2ccccc2)c2ccccc2)CC(C(=O)N2CCOCC2)=C1C (stereo unspecified) was read as MPTP inh -2.3.
Cc1cccc(C)c1NC(=O)C1C(c2ccc3c(c2)OCO3)=Nc2ccccc2N1C(=O)c1cccc2ccccc12 (stereo unspecified) was read as MPTP inh 3.1.
Screening CC(C)C[C@H]1CN([C@@H](CC(C)C)CN2CCC[C@H]2CN2C(=O)C(=O)NC[C@@H]2Cc2ccc(O)cc2)C(=O)C(=O)N1CCc1ccccc1 returned MPTP inh -1.3.
Screening CN(C)CCNC(=O)c1cccc(-c2cnc3c(NC=O)cc(-c4ccc(S(C)(=O)=O)cc4)cn23)c1 returned MPTP inh -1.2.
Screening O=C(Nc1cccc(Cl)c1)c1csc([C@H]2C[C@H](O)[C@@H](CO)O2)n1 returned MPTP inh -0.9.
For COc1ccc(-c2cc3c(c4c2ccn4C)C2CCC3O2)cc1OC (stereo unspecified) the results were MPTP inh 0.3.
Screening O=C(OC1CC2CC1[C@H]1CCCCN1C2=O)N1CCN(c2ccccc2)CC1 (stereo partly specified) returned MPTP inh 0.6.

Molecules shown so far that contain a Cl atom:
Screening CC1(C(=O)NS(C)(=O)=O)CCN1C(=O)Cc1ccc(Cl)cc1Cl (stereo unspecified) returned MPTP inh -0.2.
N#Cc1cc2cc(Cl)ccc2[nH]c1=O was read as MPTP inh -1.3.
`O=C(Nc1ccc(Cl)cc1)C1Cc2c(-c3ccc4c(c3)OCO4)ccnc2O1` (stereo unspecified) gave MPTP inh 2.1.
For O=C(COn1nnc2ccc(S(=O)(=O)N3CCOCC3)cc21)NCc1cccc(Cl)c1 the results were MPTP inh 0.5.
Screening COc1ccccc1-c1ccc2c(c1)C(C)(Cc1ccc(F)c(Cl)c1)C(=O)N2 (stereo unspecified) returned MPTP inh 3.6.
COc1ccc(NC(=O)c2cc(-c3cc(Cl)ccc3OC)n[nH]2)cc1OC was read as MPTP inh -0.2.
Screening Cc1cc2oc(=O)cc(CN3CCCCC3)c2cc1Cl returned MPTP inh 0.0.
Cc1noc(C)c1-c1ccc(C(=O)NCc2cccc(Cl)c2)c2occc12 was read as MPTP inh 0.2.
`O=C(COC(=O)c1ccccc1Cl)Nc1cccc(S(=O)(=O)N2CCCCC2)c1` gave MPTP inh 0.3.
Screening O=C(Nc1cccc(Cl)c1)c1csc([C@H]2C[C@H](O)[C@@H](CO)O2)n1 returned MPTP inh -0.9.

(more compounds)
For c1ccc(COc2cccc(-c3cc4nc(NCCOc5ccccc5)ccn4n3)c2)cc1 the results were MPTP inh 3.7.
Screening CC(=O)c1ccc(Nc2nc(C(N)COCc3ccccc3)cs2)cc1 (stereo unspecified) returned MPTP inh 0.9.
For COC(=O)CCCC[C@@H]1O[C@H](CCc2ccccc2)Cc2[nH]c(=S)[nH]c(=O)c21 the results were MPTP inh -0.1.
`CCCCCCCCN1C(=O)[C@H](CC(=O)NCCCN2CCCC2=O)C[C@@]2(C(=O)OCC)CCCC=C12` gave MPTP inh -1.4.
COc1ccccc1S(=O)(=O)N[C@@H]1CC[C@@H](CCn2cc(C3CC3)nn2)O[C@@H]1CO was read as MPTP inh 2.7.
CN(Cc1ccccc1)C(=O)c1ncn2c1C(=O)N(C)CC2 was read as MPTP inh -0.4.
CCCCN(C(=O)c1cc(S(=O)(=O)N2CCOCC2)ccc1N1CCOCC1)c1ccccc1 was read as MPTP inh 0.5.
`CC1(Cc2ccc(F)cc2)C(=O)Nc2ccc(-c3cccnc3)cc21` (stereo unspecified) gave MPTP inh 1.4.
Screening Cc1cccc(S(=O)(=O)NC(=O)C2(C)CCN2C(=O)C/C=C/c2ccccc2)c1 (stereo unspecified) returned MPTP inh 1.3.
Screening CC(=O)Nc1ccc(S(=O)(=O)N2CCN(c3ccc(C(C)=O)cc3)CC2)cc1 returned MPTP inh -0.2.
Screening CNc1cccc(-c2cc(OC)c(OC)c(OC)c2)n1 returned MPTP inh -0.6.
`Cc1ccc(-c2nc3ccc(Cl)cn3c2Cc2cccc(F)c2)cc1` gave MPTP inh 1.9.
`CCOC(=O)N1CCN(S(=O)(=O)N2CCCC(C(=O)NCc3ccc(C)cc3)C2)CC1` (stereo unspecified) gave MPTP inh 0.8.
COc1cccc(Nc2nc(C(N)C3CCCCC3)cs2)n1 (stereo unspecified) was read as MPTP inh 1.5.
Screening C[C@H](CO)N1C[C@H](C)[C@@H](CN(C)S(=O)(=O)c2ccc(-n3cccn3)cc2)OCc2cnnn2CCCC1=O returned MPTP inh 0.5.
For C=CCNc1ncnc2c1ncn2[C@H]1CN(Cc2ccc(-c3ccccc3)cc2)C[C@@H](CO)O1 the results were MPTP inh 0.2.
COc1ccc(Cn2cc(CN3CC(N4CCCC4)CS3(=O)=O)nn2)cc1 (stereo unspecified) was read as MPTP inh -1.4.
`CC(C)CN1CCC1(C)C(=O)Nc1ccc(OC(F)F)cc1` (stereo unspecified) gave MPTP inh -0.7.
For CC(=O)N(CCc1ccccc1)c1ccc2c(c1)C1CC2CCN1C(=O)OCc1ccccc1 (stereo unspecified) the results were MPTP inh -0.1.
Screening CCCCCCN1C[C@H](n2cc(-c3ccc(F)cc3)nn2)[C@@H](O)C[C@@H]1c1ccc(OC)cc1 returned MPTP inh 0.0.
`CCOC(=O)C1=CCN(S(=O)(=O)c2ccccc2Br)C1c1cccc(F)c1` (stereo unspecified) gave MPTP inh -0.3.
Screening CCN(CC)CCC12CC(C)OC1=Nc1ccccc1NC2=O (stereo unspecified) returned MPTP inh -1.2.
For CC1=C(C(=O)N(C)C)CC(CC(=O)NCc2cccs2)C(=O)N1Cc1ccc(F)cc1 (stereo unspecified) the results were MPTP inh 0.9.

High-throughput results deposited in PubChem by Sanford-Burnham Center for Chemical Genomics.
